# CHT inh – human CHT choline transport inhibition | hit rate 0.86% among 310,000 | CHT-expressing cells, membrane potential dye, choline response; hits give low values | B-score at 10 µM | AID 488975;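 active = B-score over 3 SD under the library average, and starting fluorescence ratio not unusually high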;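 also: choline stimulus applied at its EC90 after an EC20 pre-addition; B-score computed on integrated fluorescence ratio after choline addition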
# KCNQ2 inh – KCNQ2 potassium channel inhibitors, primary screen, cell-based, CHO-K1, FluxOR thallium flux, B-score (AID 2156); O88943; 20 min; hits give low values; B-score at 10 µM; hit rate 1.1% among 310,000;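 active = fluorescence ratio B-score at most minus 3 library SDs, with starting brightness B-score within 2 library SDs, cut at about -5.5 in these data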
# Target sequence (O88943 whole entry, looked up): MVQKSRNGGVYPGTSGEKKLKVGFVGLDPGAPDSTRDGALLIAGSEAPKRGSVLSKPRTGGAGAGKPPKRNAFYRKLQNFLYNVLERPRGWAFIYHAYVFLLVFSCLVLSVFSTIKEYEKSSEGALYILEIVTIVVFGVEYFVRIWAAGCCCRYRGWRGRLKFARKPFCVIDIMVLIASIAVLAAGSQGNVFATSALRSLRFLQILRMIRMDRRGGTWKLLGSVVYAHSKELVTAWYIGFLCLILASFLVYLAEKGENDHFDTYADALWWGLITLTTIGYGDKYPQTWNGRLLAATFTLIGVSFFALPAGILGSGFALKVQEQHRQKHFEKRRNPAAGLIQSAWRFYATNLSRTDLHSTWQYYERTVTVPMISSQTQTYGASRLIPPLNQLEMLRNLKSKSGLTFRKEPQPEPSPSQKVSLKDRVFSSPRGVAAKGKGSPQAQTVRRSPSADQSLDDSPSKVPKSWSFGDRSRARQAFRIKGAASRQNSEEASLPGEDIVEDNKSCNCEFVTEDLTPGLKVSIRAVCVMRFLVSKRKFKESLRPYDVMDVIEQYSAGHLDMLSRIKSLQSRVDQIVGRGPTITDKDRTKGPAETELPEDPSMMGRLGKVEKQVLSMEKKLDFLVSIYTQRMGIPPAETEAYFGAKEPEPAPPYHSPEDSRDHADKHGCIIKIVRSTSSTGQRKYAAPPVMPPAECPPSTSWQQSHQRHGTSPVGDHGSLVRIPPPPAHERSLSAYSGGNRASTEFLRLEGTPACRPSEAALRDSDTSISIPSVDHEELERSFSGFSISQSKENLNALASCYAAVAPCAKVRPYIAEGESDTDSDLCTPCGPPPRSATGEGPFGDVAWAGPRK
# Calls only; i = inactive; x = no result given.
# The first seven compounds, to show the layout:
SMILES,CHT inh,KCNQ2 inh
CCOP(=O)(OCC)C(Nc1ccc(C(=O)O)cc1)c1ccccc1 (configuration not stated),i,i
COc1ccc(N2CC(C(=O)Nc3cc(C(F)(F)F)ccc3N3CCCC3)CC2=O)c(OC)c1 (configuration not stated),i,i
Cc1ccsc1C(=O)Nc1nc2ccccc2[nH]1,i,i
O=C(N/N=C/C=C\c1ccccc1[N+](=O)[O-])c1cc(-c2ccccc2)nc2ccccc12,i,i
Fc1ccccc1/C=N/Nc1ccc(Cl)nn1,i,i
C=C(C)CSc1nnc(-c2ccc(OC)c(OC)c2)n1N,i,i
Brc1cccc(OCCN2CCc3ccccc3C2)c1,i,i

# Results, from the start:
SMILES,CHT inh,KCNQ2 inh
CCOP(=O)(OCC)C(Nc1ccc(C(=O)O)cc1)c1ccccc1 (configuration not stated),i,i
COc1ccc(N2CC(C(=O)Nc3cc(C(F)(F)F)ccc3N3CCCC3)CC2=O)c(OC)c1 (configuration not stated),i,i
Cc1ccsc1C(=O)Nc1nc2ccccc2[nH]1,i,i
O=C(N/N=C/C=C\c1ccccc1[N+](=O)[O-])c1cc(-c2ccccc2)nc2ccccc12,i,i
Fc1ccccc1/C=N/Nc1ccc(Cl)nn1,i,i
C=C(C)CSc1nnc(-c2ccc(OC)c(OC)c2)n1N,i,i
Brc1cccc(OCCN2CCc3ccccc3C2)c1,i,i
COC(=O)Nc1sc2c(c1C(=O)N1CCOCC1)CCC(C)C2 (configuration not stated),i,i
COc1cc(C(=O)c2ccccc2)c(OC)cc1C(=O)Nc1ccc(O)cc1,i,i
O=C(Oc1ccccc1Cl)c1ccc(N2CCOCC2)c([N+](=O)[O-])c1,i,i
CC(CCc1ccccc1)NC(=O)COC(=O)c1ccccc1Br (configuration not stated),i,i
COC(=O)c1cc(C)sc1NC(=O)CN1CCN(C(=O)C2CCCO2)CC1 (configuration not stated),i,i
O=C(COc1ccccc1N1C(=O)C2C3C=CC(C3)C2C1=O)c1ccccc1 (configuration not stated),i,i
COc1ccc2c(CC(=O)Nc3ccc(N4CCOCC4)cc3)coc2c1,i,i
Cc1nn(C)c(Cl)c1C(=O)NCC(=O)O,i,i
COC(=O)C(C)N(c1ccc(OC)cc1)S(C)(=O)=O (configuration not stated),i,i
CC(=O)Nc1ccc(NC(=O)c2ccc(-c3ccc([N+](=O)[O-])cc3)o2)cc1,i,i
Cc1c(NC(=O)C2CCCNC2=O)c(=O)n(-c2ccccc2)n1C (configuration not stated),i,i
O=C(Cc1ccccc1)N1CCC2(CC1)NCCc1[nH]cnc12,i,i
COC(=O)CN1C(=O)[C@H]2[C@@H](c3ccc(C)o3)N3C(=O)CN(Cc4ccc(-c5ccccc5)cc4)C(=O)[C@@]3(C)[C@H]2C1=O,i,i
COc1c(/C=N/NC(N)=S)c(C)nn1-c1ccccc1,i,i
COc1cccc(C2/C(=C(/O)c3cnn(-c4ccccc4)c3C)C(=O)C(=O)N2CCN(C)C)c1 (configuration not stated),i,i
O=C1CCCN1CCCNCC(O)c1ccccc1 (configuration not stated),i,i
CC(C)CC(c1nnnn1Cc1ccccc1)N1CCC(C(N)=O)CC1 (configuration not stated),i,i
O=C(NCc1ccco1)c1ccc(=O)[nH]n1,i,i

# Random excerpt: seven compounds from above.
SMILES,CHT inh,KCNQ2 inh
CC(CCc1ccccc1)NC(=O)COC(=O)c1ccccc1Br (configuration not stated),i,i
COC(=O)c1cc(C)sc1NC(=O)CN1CCN(C(=O)C2CCCO2)CC1 (configuration not stated),i,i
O=C(COc1ccccc1N1C(=O)C2C3C=CC(C3)C2C1=O)c1ccccc1 (configuration not stated),i,i
COc1cccc(C2/C(=C(/O)c3cnn(-c4ccccc4)c3C)C(=O)C(=O)N2CCN(C)C)c1 (configuration not stated),i,i
Cc1nn(C)c(Cl)c1C(=O)NCC(=O)O,i,i
Cc1c(NC(=O)C2CCCNC2=O)c(=O)n(-c2ccccc2)n1C (configuration not stated),i,i
O=C(N/N=C/C=C\c1ccccc1[N+](=O)[O-])c1cc(-c2ccccc2)nc2ccccc12,i,i

# (listing goes on)
SMILES,CHT inh,KCNQ2 inh
Cc1oc(-c2ccc(Cl)cc2)nc1CS(=O)CC(=O)NCc1cccs1 (configuration not stated),i,i
c1ccc(C2[C@H]3CN(CC4CCCCC4)[C@H](c4ccccc4)C34CC2(c2cccnc2)C4)cc1 (some centres not stated),i,i
Cc1cc(C(=O)OCC(=O)c2ccc(Cl)c([N+](=O)[O-])c2)c2cccc(C)c2n1,i,i
Cc1c(-c2ccccc2)nc2ccccc2c1C(=O)Oc1ccc([N+](=O)[O-])cc1,i,i
CC(=O)NC(=O)c1nnn(Cc2ccccc2)c1NC(C)=O,i,i
CC1CN(CC(O)COc2ccccc2C(C)(C)C)CC(C)O1 (configuration not stated),i,i
Cc1ccccc1NC(NC(=O)OCCn1c([N+](=O)[O-])cnc1C)C(Cl)(Cl)Cl (configuration not stated),i,i
O=C(c1ccc(Cl)c(S(=O)(=O)NCc2ccco2)c1)N1CCN(c2ccccc2F)CC1,i,i
Cc1cc(C)cc(NC(=O)C2CCCN2S(=O)(=O)c2ccc3c(c2)C(C)(C)C(=O)N3C)c1 (configuration not stated),i,i
Cc1noc2ncnc(Sc3ccc(Cl)cc3)c12,i,i
CN(Cc1c(C(=O)N/N=C/c2cccc(F)c2)nnn1-c1nonc1N)C1CCCCC1,i,i
COc1ccc(CNc2nc(-c3cccnc3)nn2C(=O)c2ccco2)cc1,i,i
COc1ccc(CCNC(=O)CSc2nnc3ccc(-c4cccnc4)nn23)cc1,i,i
CCOc1ccc(NC(=O)CSc2nc(NS(=O)(=O)c3ccc(C)cc3)cc(=O)[nH]2)cc1,x,i
CCCCCCCCCCCC1=C(O)C(=O)C=C(O)C1=O,i,i
COc1ccccc1CNC(=O)CC(C)C,i,i
O=C(CCS(=O)(=O)c1ccc(Br)cc1)NCc1ccc(F)cc1,i,i
O=C(CNC(=O)c1ccc(-c2ccccc2)cc1)OCc1c(F)cccc1Cl,i,i
Cn1c(=O)[nH]c(=O)c2c1nc(N1CCCC1)n2CC(O)COc1ccccc1 (configuration not stated),i,i
CCCSc1nc2cc(OC)c(OC)cc2c(=N)n1CCCN1CCOCC1,i,i
Clc1ccc(-[n+]2c(-c3cccc(Br)c3)[nH]c3nc4ccccc4nc32)cc1,i,i
Cc1cc(NC(=O)CSc2ccc(-c3cccc([N+](=O)[O-])c3)nn2)no1,i,i
c1ccc2c(c1)CCN(c1nc3cc4c(cc3s1)OCCO4)C2,i,i
C/C(=N\n1c(C)nc2ccccc2c1=O)c1ccc(C)o1,i,i
COc1ccc(N(CC(=O)NC2CCCC2)C(=O)Cn2nnc(-c3ccc(C)o3)n2)c(OC)c1,x,i

# Next part:
SMILES,CHT inh,KCNQ2 inh
CC(=O)c1ccc(N2CCN(C(=O)C(=O)c3cn(CC(=O)N4CCCCCC4)c4ccccc34)CC2)cc1,i,i
CC(=O)c1sc2nc(-c3cccs3)cc(C(F)(F)F)c2c1N,i,i
CCCCCC1(C)NC(=S)N(c2ccccc2)N1 (configuration not stated),i,i
CCOC(=O)C1CCN(S(=O)(=O)c2cc(C(=O)N3CCCCC3)ccc2OC)CC1,i,i
CC1CCCN(C(=O)CSc2nnc(-c3cccs3)o2)C1 (configuration not stated),i,i
CCC(C)[C@H](NC(=O)NC1CCN(Cc2ccccc2)CC1)C(=O)OC (some centres not stated),i,i
O=C(NC1CCCCC1)NC12CC3CC(CC(C3)C1)C2,i,i
CCCc1cc(=O)n2c([nH]c3ccccc32)c1C#N,i,i
CC(=O)c1cccc(N(C(=O)c2ccco2)C(C(=O)NC2CCCC2)c2cccs2)c1 (configuration not stated),i,i
Cc1cc(C)nc(SCC(=O)Nc2ccc(S(=O)(=O)Nc3ncccn3)cc2)n1,i,i
COc1ccc(NC(=O)c2sccc2C)c([N+](=O)[O-])c1,i,i
COc1ccc(NC(=O)C2CCN(S(=O)(=O)c3cccc4cccnc34)CC2)cc1,i,i
S=C(NCCc1ccccn1)Nc1ccc(Cl)cc1Cl,i,i
COc1ccc(C(CNc2nc(-c3cccnc3)nc3ccccc23)N(C)C)cc1 (configuration not stated),i,i
COc1ccc(-c2n[nH]c(=S)n2-c2ccccc2C)cc1OC,i,i
O=C1NC(=Nc2ccccc2Cl)S/C1=C\c1cc([N+](=O)[O-])ccc1O,i,i
O=C(NCCN1CCCC1=O)Nc1ccccc1,i,i
CN(C)C(=S)Nc1nc2ccccc2s1,x,i
COc1cccc(CNC(=O)Cn2ccc3cc(S(=O)(=O)N4CCCC4)ccc32)c1,i,i
CC(C)NS(=O)(=O)c1cc(F)ccc1CN1C(=O)c2cccnc2C1=O,i,i
O=C(CCn1c(=S)oc2ccccc21)Nc1ccc2c(c1)OCCO2,i,x
Nc1nnc(SCC(=O)OCC(=O)Nc2ccccc2F)s1,i,i
c1ccc(-c2nnc(CSc3nncs3)o2)cc1,i,i
CCOC(=O)c1c(NC(=O)c2ccccc2N(C)S(=O)(=O)c2ccccc2)sc2c1CCCC2,i,i
CN1CCN(CC(O)COc2ccc(C(=O)O)cc2)CC1 (configuration not stated),i,i

# Next section, starting with the last two of the part before.
SMILES,CHT inh,KCNQ2 inh
CCOC(=O)c1c(NC(=O)c2ccccc2N(C)S(=O)(=O)c2ccccc2)sc2c1CCCC2,i,i
CN1CCN(CC(O)COc2ccc(C(=O)O)cc2)CC1 (configuration not stated),i,i
O=C(O)Cn1c(O)c(C2=c3ccccc3=NC2=O)sc1=O,i,i
N#C/C(=C\c1c(Cl)cccc1Cl)c1nn(-c2ccccc2)c(-n2cccc2)c1C#N,i,i
CCN(CC)CCCC(C)NC(=O)c1cc(=O)c2ccccc2o1 (configuration not stated),i,i
Cc1nnc(SCC(=O)N2CCOCC2)[nH]c1=O,i,i
CCCCN(C(=O)c1[nH]c(C)c(C(C)=O)c1C)c1c(N)n(CCCC)c(=O)[nH]c1=O,i,i
O=C(COC(=O)c1ccc(N2CCOCC2)c([N+](=O)[O-])c1)Nc1ccc2c(c1)OCO2,i,i
COCCN(Cc1nc(-c2ccc(-c3ccccc3)cc2)oc1C)C(C)C,i,i
CC(=O)CC(=O)Nc1ccc(Cl)cn1,i,i
O=C(OCc1nc2ccccc2s1)c1cccc(N2C(=O)CCC2=O)c1,i,i
COc1cc(S(=O)(=O)N2CCOCC2)ccc1NC(=O)CSc1nnc(N)s1,i,i
Brc1ccc2c(c1)[C@H]1OCC[C@H]1[C@@H](c1cccs1)N2,i,i
Cc1ccc(O)c(C2=NCCNC(C(F)(F)F)=C2)c1,i,i
CN(C(=O)c1cccc(C#N)c1)c1nnc(C2CCCO2)s1 (configuration not stated),i,i
CCN1C=C(Cc2ccc(F)cc2)C2=C(C1)C(c1ccc(F)cc1)C(C#N)=C(N)O2 (configuration not stated),i,i
CCc1cc(=O)[nH]c(SCc2ccc(C)cc2)n1,i,i
O=C(O)CCn1nnc2ccccc21,i,i
Cc1noc(C)c1C1(O)CCCCCCCCCCC1,i,i
Cc1ccc(C(=O)N2CCC(C(=O)c3c(C)cc(C)cc3C)CC2)cc1,i,i
CCOC(=O)C1C(c2ccccc2)C(C(=O)OCC)S(=O)(=O)C(CCN(CC)CC)S1(=O)=O (configuration not stated),i,i
CCCc1nc2ccccc2n1CC(O)COc1ccc(NC(C)=O)cc1 (configuration not stated),i,i
O=C1C=CC(=O)N1c1ccc(Sc2ccc([N+](=O)[O-])cc2)cc1,i,i
CC(=O)O[C@H]1C[C@@]2(C)[C@@H](C[C@@H](O)[C@H]3[C@@]4(C)CC[C@@H](O)[C@@H](C)[C@@H]4CC[C@@]32C)/C1=C(\CCC=C(C)C)C(=O)O,i,i
COc1ccc(S(=O)(=O)Nc2cc(C)nn2-c2ccccc2)cc1,i,i
COc1ccc(NC(=O)C(Cc2ccccc2)n2cccc2)cc1 (configuration not stated),i,i
CC1(C)CC(=O)C(N=Nc2cc(Cl)c(Cl)c(Cl)c2)=C(O)C1,i,i

# Going on with the list:
SMILES,CHT inh,KCNQ2 inh
O=C(Nc1ccc(Br)cc1)c1ccccc1CC[N+](=O)[O-],i,i
CC(=O)Oc1ccc2nc(-c3cccs3)oc(=O)c2c1,i,i
COc1nc(OC)nc(N2CCC(C(=O)NC3CCCCCC3)CC2)n1,i,i
O=C(COC(=O)c1ccncc1)Nc1cccc(Cl)c1,i,i
COc1ccc(Br)cc1CN(C)C(=O)c1cc(Cl)c2c(c1)OCCO2,i,i
N#CCCC(CCC#N)C1=NCCc2ccccc21,i,i
Cc1ccc(Cn2c(N)c(S(=O)(=O)c3cccs3)c3nc4ccccc4nc32)cc1,i,i
COC(=O)C1CCCCN1C(=O)c1ccc2oc(C(C)C)nc2c1 (configuration not stated),i,i
CCc1nnc(NC(=O)C2CCN(c3nc(C)cc(C)n3)CC2)s1,i,i
CCOc1ccc(C(=O)SC2=NCCS2)cc1,i,i
CCC(Sc1ncccc1C(=O)Oc1cccc([N+](=O)[O-])c1)C(=O)Nc1ccccc1OC (configuration not stated),i,i
CC1(C)CC(=O)c2sc(NC(=O)C(C)(C)C)nc2C1,i,i
CC(NC(=S)Nc1ccccc1Cl)C(c1ccccc1)N1CCOCC1 (configuration not stated),i,i
CCOC(=O)c1c(NC2=NS(=O)(=O)c3ccccc32)sc2c1CCCCC2,i,i
NC(=O)C1CCN(C(=O)CCC(=O)c2ccc(F)cc2)CC1,i,i
CC1(c2nnc(Cc3ccccc3)o2)CC(c2ccc(OC(F)(F)F)cc2)=NO1 (configuration not stated),i,i
CCCCc1ccc(-c2nc(N)n[nH]2)cc1,i,i
O=c1[nH]c2ccccc2n1Cc1ccc(F)cc1,i,i
c1ccc(-c2nnc3n2NC(c2ccc4c(c2)OCO4)S3)cc1 (configuration not stated),i,i
Cc1csc(N2CCCC2c2nc3cc(Cl)c(N4CCCCC4)cc3n2CCOCCO)n1 (configuration not stated),i,i
COc1ccccc1OCCC(=O)OCC(=O)NC(=O)NC(C)(C)C,i,i
COc1ccc(C(C(=O)NCc2ccccc2)N(Cc2cccs2)C(=O)c2cnccn2)cc1 (configuration not stated),i,i
COc1ccc(/C=N/NC(=O)CN2CCS(=O)(=O)CC2)cc1,i,i

# High-throughput results from PubChem BioAssay.

# Rows are unselected, and some 1.9% of all compounds hit somewhere here.
